Ecoli WT growth: blocks growth of wild type E. coli BW25113. E. coli BW25113 growth inhibition, OD600. inhibition, % at 10 µM. actives 0.05% (n = 20,000); in the data active = inhibition above about 40%;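 also: bacteria exposed to compound for 20 hours at 37 °C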
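assay system = bacterial strain in a whole-cell growth screen | quantity = inoculum from a 1:1000 dilution of a 1.5 h subculture | buffer or medium = LB broth with 50 µg/mL kanamycin | compound dosing = one dose, 10 µM final | schedule = compound exposure of 20 h at 37 °C | technique = absorbance at 615 nm as a measure of bacterial growth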
An asterisk follows results filed as active.

SMILES	Ecoli WT growth
CC1CCc2nc(NC(=O)c3ccco3)sc2C1 (centres undefined)	-18.7
CCOc1ccc(C(=O)N2CCCC2)cc1OC	-20.2
CCOC(=O)c1[nH]c(C)c(C(=O)Nc2ccc(C)cc2C)c1C	2.9
CCOc1cc(C2CC(=O)N3CN(C4CCCCC4)CSC3=C2C#N)ccc1O (centres undefined)	8.2
Cc1ccc(-c2cc(C(=O)NCCN3CCOCC3)no2)cc1	2.2
O=C1CC(N2CCN(c3ccc(S(=O)(=O)N4CCOCC4)cc3)CC2)C(=O)N1Cc1ccccc1 (centres undefined)	-12.5
COc1ccccc1NC(=O)c1cccc(NC(=O)c2ccco2)c1	-16.9
C=CCn1c(SCC(=O)Nc2c(C)nn(Cc3ccccc3)c2C)nnc1C(O)c1ccccc1 (centres undefined)	-3.8
Cc1ccc(/C(O)=C2/C(=O)C(=O)N(Cc3ccco3)C2c2cccs2)cc1 (centres undefined)	-3.0
CCN(CC)S(=O)(=O)c1ccc(C(=O)N2CCN=C2SCc2cccnc2)cc1	0.7

A second format for four compounds above.
Molecule | Ecoli WT growth
CC1CCc2nc(NC(=O)c3ccco3)sc2C1 (centres undefined) | -18.7
CCOc1ccc(C(=O)N2CCCC2)cc1OC | -20.2
CCOC(=O)c1[nH]c(C)c(C(=O)Nc2ccc(C)cc2C)c1C | 2.9
CCOc1cc(C2CC(=O)N3CN(C4CCCCC4)CSC3=C2C#N)ccc1O (centres undefined) | 8.2

(further entries)
SMILES	Ecoli WT growth
Cc1onc(-c2ccccc2)c1C(=O)NC(C)C1CCCO1 (centres undefined)	-20.3
c1csc(Cn2c(-c3cccs3)nc3ccccc32)c1	-25.6
COc1ccc(OCC(=O)N2CCN(C(=O)COc3ccc(Br)cc3)CC2)cc1	-3.4
COc1cccc(-c2csc3nnc(SCC(=O)c4ccc(NC(C)=O)cc4)n23)c1	6.2
C=CCc1cc(OC)ccc1OCC(O)CN1CCN(c2ccc(OC)cc2)CC1 (centres undefined)	-2.0
CCn1cc(C(=O)NCCCOC)c(=O)c2cc(S(=O)(=O)N(C)C)ccc21	9.5
CCOC(=O)Cc1csc(NC(=O)c2cccs2)n1	-20.0
O=C(NCc1cccnc1)C1CCCN(S(=O)(=O)c2ccc(Cl)cc2)C1 (centres undefined)	-4.1
O=C(Nc1ccon1)c1ccc(Br)o1	-11.7
Cn1c(CCNC(=O)c2ccccc2)nc2ccccc21	-21.9
O=S(=O)(c1ccccc1)c1nc(-c2ccco2)oc1NCc1ccco1	-10.3
CCCN1C(=O)c2cc(C(=O)O)ccc2C1O (centres undefined)	0.6
c1ccc(-c2noc(-c3ccc4ccccc4c3)n2)nc1	-25.0
COC(=O)c1ccc(NC(=O)Cn2nnc3ccccc32)cc1	1.2
COC(=O)c1cc(Br)c(=O)n(CC(C)C)c1	-16.6
CCC(C)(C)n1nnnc1C(c1ccccc1OC)N1CCSCC1 (centres undefined)	-0.8
O=c1[nH]c(N2CCN(c3ccccc3)CC2)nc2c1CCC2	-19.7
COc1ccc(OC)c(S(=O)(=O)Nc2cnc3ccccc3c2)c1	-16.7
COc1ccc(-c2cc3nc(C)c(CCC(=O)NCc4ccco4)c(C)n3n2)c(OC)c1	11.8
COc1ccc(NS(=O)(=O)c2ccc(OCC(=O)N3CCCC3)cc2)cc1	2.9
O=C(CN1C(=O)c2ccccc2C1=O)NCC1COc2ccccc2O1 (centres undefined)	-5.9
Cc1ccc(-c2cc(C(F)(F)F)c(C#N)c(SCCC#N)n2)o1	-22.9
CCOCCCNC(=O)c1c[nH]c2ccc(S(=O)(=O)Nc3cccc(OC)c3)cc2c1=O	-4.4
C/C=C/CSc1nc2c(c(=O)[nH]c(=O)n2C)n1Cc1ccc(C)cc1	9.9
CC(C)CNC(=O)c1ccccc1NC(=O)CN(c1ccc2c(c1)OCCO2)S(C)(=O)=O	-1.1
CC(C)COc1ccc(-c2nnn(CC(=O)N3CCCC3)n2)cc1	-3.3
O=C(NCN1CCCCC1)c1cccnc1	-1.1
O=C1CCc2cc(S(=O)(=O)N3CCC(C(=O)Nc4nccs4)CC3)ccc2N1	2.0
COc1ccccc1C(=O)NCCN1CCN(C(=O)c2ccccc2OC)CC1	-4.2
O=C1c2ccccc2C(=O)N1CCCn1nnc(-c2ccc(N3CCOCC3)cc2)n1	-2.4

By substructure, the entries above containing bromine
SMILES	Ecoli WT growth
COc1ccc(OCC(=O)N2CCN(C(=O)COc3ccc(Br)cc3)CC2)cc1	-3.4
O=C(Nc1ccon1)c1ccc(Br)o1	-11.7
COC(=O)c1cc(Br)c(=O)n(CC(C)C)c1	-16.6

Going on with the list.
SMILES	Ecoli WT growth
CC(=O)c1cccc(NC(=O)Nc2cccnc2)c1	-12.4
Nc1c(S(=O)(=O)c2cccs2)c2nc3ccccc3nc2n1CC1CCCO1 (centres undefined)	-1.1
CCOc1cc(C(=O)N2CCN(c3ccccc3)CC2)cc(OCC)c1OCC	-1.1
CCn1c(SCC(=O)n2nc(C)cc2C)nnc1-c1ccc2c(c1)OCO2	-25.1
Cc1ccsc1/C=c1\sc2ncnn2c1=O	2.6
Cc1cc(=O)oc2cc(OCC(=O)NCCCN3CCOCC3)ccc12	-23.7
N[C@@H](Cc1ccc(O)c(I)c1)C(=O)O	1.9
CCCCOCP(=O)(CCCC)COCCCC	5.6
O=C(CN1C(=O)c2ccccc2S1(=O)=O)NCCSC1CCCCC1	-23.2
CCOc1ccc2c(c1)c1nnc(SCC(=O)N3CCC(C)CC3)nc1n2C	-3.9
Cc1ccc(Cn2ncc3c(NCCCN4CCOCC4)ncnc32)cc1	-4.8
CCN1CCCC1CNC(=O)CS(=O)(=O)Cc1nc(-c2ccccc2C)oc1C (centres undefined)	-0.7
CCOc1cc(C(=O)N2CCOCC2)ccc1OCc1ccccc1	-15.9
Cn1c(SCc2ccc(Br)cc2)nnc1-c1ccncc1	-12.9
Cc1ccc(C(C)C)c(OCC(=O)Nc2ccc(Cl)cn2)c1	-15.4
NC(=O)SCC(=O)Nc1cccc(Cl)c1	-2.6
CCCc1nnc(NC(=O)NCCN2C(=O)C3C4C=CC(C4)C3C2=O)s1 (centres undefined)	8.6
O=C(Nc1cc(C(F)(F)F)ccc1N1CCCC1)c1ccc2c(c1)OCO2	-7.3
COc1ccc(OC)c(C2/C(=C(\O)c3ccc4c(c3)OCCO4)C(=O)C(=O)N2CCCN(C)C)c1 (centres undefined)	7.4
COCCN1C(=O)c2ccc(C(=O)O)cc2C1=O	-9.8
CCOc1ccc(CSC2=NCCN2)cc1Cl	-17.9
Cc1ccc(S(=O)(=O)CCc2nnc(NC(=O)c3cnccn3)s2)cc1	10.9
O=C1C(c2ccncc2)=C(O)c2ccccc21	1.1
O=C(CSc1nnc(-c2ccccc2)o1)n1c2c(c3ccccc31)CCCC2	-17.9
CN(C=C1C(=O)CC(C)(C)CC1=O)CCN1CCNCC1	0.6
CCCCn1nnc(NC(=O)c2ccc(-c3ccccc3)cc2)n1	-21.1
COc1ccc(NC(=O)N2c3ccccc3CC2C)cc1OC (centres undefined)	-15.9
CCOC(=O)C1CCN(C(=O)c2ccccc2Oc2ccccc2)CC1	-18.1
COc1cc(OC)c(S(=O)(=O)N2CCCCC2)cc1S(=O)(=O)N1CCCCC1	13.7
CCOC(=O)Nc1sc(=S)n(C)c1C	10.8
COc1ccccc1OCc1ccc(C(=O)NCc2ccco2)o1	3.3
CC(CCc1ccco1)NC(=O)Cn1ncc2c1-c1ccccc1OC2 (centres undefined)	6.2
COc1cc2c(cc1OC)CN(C(=O)COc1ccc(C#N)cc1)CC2	7.2
Cn1c(CC2C(=O)Nc3ccc(Br)cc32)nc2ccccc2c1=O (centres undefined)	6.4
CCOC(=O)CSc1nnc([C@H](C)NC(=O)OC(C)(C)C)o1	-5.8
O=C(CCc1nc2ccccc2s1)OCC(=O)N1CCN(C(=O)c2ccco2)CC1	0.3
O=C(NCCCN1CCN(Cc2ccccc2Cl)CC1)Nc1ccccc1	-14.0
COc1cc2c(cc1OC)C(c1cccnc1)CC(=O)N2 (centres undefined)	5.2
Cc1ccc(C)c(S(=O)(=O)n2cnc3ccccc32)c1	0.6
Cc1ccc(NC2=NC(C(=O)Nc3ccc(C)c(C)c3)CC(=O)N2)cc1 (centres undefined)	-9.3
Nc1nc(N2CCN(C/C=C/c3ccccc3)CC2)nc2ccccc12	-1.4
COC(=O)C1=C(C)n2nnnc2NC1c1ccc(Cl)cc1 (centres undefined)	13.2
CCOc1cc(C(=O)N2CCN=C2SC)cc(OCC)c1OCC	-0.3
CN(C)c1ccc(CNCCC2(O)CCOC(C)(C)C2)cc1 (centres undefined)	0.9
COc1ccc(OC)c(NS(=O)(=O)c2ccc3c(c2)n(C)c(=O)n3C)c1	3.4
COCCN(C(=O)Cn1nnc2ccccc21)C(C(=O)NC1CCCC1)c1cc(OC)ccc1OC (centres undefined)	9.2
Cc1cc(C)c2c(CC(=O)Nc3ccc(Cl)cn3)coc2c1	-8.0
O=C(c1cc2ccccc2o1)N1CCCCCC1	-13.4
CCOC(=O)C1CCCN(c2c(Nc3ccc(C)c(C)c3)c(=O)c2=O)C1 (centres undefined)	10.4
COc1ccccc1CC(=O)NCC1CCCO1 (centres undefined)	-2.9
Continued.
SMILES	Ecoli WT growth
Cn1c(CN2CCCC2)nc2cc(NC(=O)c3ccco3)ccc21	-16.3
Cc1ccc(S(=O)(=O)N(C)CC(=O)Nc2cccc(C)n2)cc1	2.6
CCCCNc1cc(C)oc(=O)c1C(C)=O	2.4
O=C(O)CCc1ccc(-c2ccccc2)n1CC(=O)O	4.7
O=C(Nc1cc(C(F)(F)F)ccc1N1CCOCC1)c1ccc(Br)o1	-20.4
Cc1cc(C)c2c(CC(=O)Nc3nccs3)coc2c1	-16.4
O=C1NC(Cc2c[nH]c3ccccc23)C(=O)N1CCOc1ccccc1 (centres undefined)	2.7
CCc1c(C(=O)Nc2ccc(S(=O)(=O)N3CCOCC3)cc2)csc1C	-19.2
O=C(O)c1cc(-c2ccccc2Cl)n[nH]1	-3.8
Cc1ccc(CNC(=O)C2CCCCC2C(=O)O)cc1 (centres undefined)	-15.2
COCCCNC(CC(=O)Nc1ccc(OC)cc1OC)C(=O)O (centres undefined)	-10.9
Cc1ccccc1NS(=O)(=O)c1ccc(C2CNC(=O)C2)cc1 (centres undefined)	-20.6
COc1ccc(C)cc1S(=O)(=O)Nc1cccnc1	6.1
N#Cc1c(-c2ccco2)nc(NCC2CCCO2)[nH]c1=O (centres undefined)	-19.4
CCc1ccc2oc(-c3cc(N=Cc4cccc(OC)c4O)ccc3O)nc2c1	-15.8
O=S1(=O)N=C(Nc2ccc(S(=O)(=O)N3CCCCC3)cc2)c2ccccc21	-13.5
NC(N)=NC(N)=NCCc1ccccc1	1.7
Cc1nc2scc(-c3ccco3)c2c(=O)n1/N=C/N(C)C	-3.7
Clc1ccccc1OCCn1ccnc1	-19.4
C=CCn1c(Cc2cccs2)nnc1SCC(=O)Nc1ccc(OC)c(OC)c1	17.5

In the list so far, these have a CF3 group.
SMILES	Ecoli WT growth
Cc1ccc(-c2cc(C(F)(F)F)c(C#N)c(SCCC#N)n2)o1	-22.9
O=C(Nc1cc(C(F)(F)F)ccc1N1CCCC1)c1ccc2c(c1)OCO2	-7.3
O=C(Nc1cc(C(F)(F)F)ccc1N1CCOCC1)c1ccc(Br)o1	-20.4

Later entries.
SMILES	Ecoli WT growth
Cc1nnc2sc(-c3cccc(NC(=O)c4ccc(-c5cccc(Cl)c5)o4)c3)nn12	3.4
COc1ccc(OC)c(NC(=O)CSc2nc(N)c(-c3ccccc3)c(=O)[nH]2)c1	-11.9
COc1ccc(N2CCN(C(=O)CSc3ccccc3)CC2)cc1	2.2
CCc1nnc(NC(=O)CSc2nc3ccccc3s2)s1	-7.3
O=C(c1cccc(Cl)c1)N1CCN(Cc2ccccc2F)CC1	-15.2
Cc1ccc(S(=O)(=O)N2CCCC2C(=O)n2nc(C)cc2C)cc1 (centres undefined)	-1.5
COc1ccc(Cl)cc1C(=O)NCCc1ccc(S(=O)(=O)NC(=O)NC2CCCCC2)cc1	2.6
Cc1nnc(NC2(C(F)(F)F)C(=O)Nc3c2c(=O)n(C)c(=O)n3C)s1 (centres undefined)	-10.3
COc1ccc(-c2noc(CCC(=O)Nc3nc4ccccc4s3)n2)cc1	9.6
Cn1c(CC(=O)Nc2ccccc2)nnc1SCC(=O)c1ccccc1	-15.1
Cc1cc(C)n(-c2nnc3n2N=C(c2ccccc2)CS3)n1	-15.3
COCCNS(=O)(=O)c1ccc(SC)cc1	-14.5
CCOc1ccc(NCc2nnc(SCC(=O)Nc3cc(C)on3)n2-c2ccccc2OC)cc1	6.1
Cc1ccccc1C(=O)N1CCC(C(=O)Nc2ccc(F)cc2)CC1	-14.8
O=C(Cn1cc2c(n1)CCCCC2)N1CCc2ccccc21	10.0
OCCN(CCO)c1nc(N2CCCCC2)c2nc(N(CCO)CCO)nc(N3CCCCC3)c2n1	3.6
Cc1ccc(OCC(O)Cn2c(=N)n(CCN3CCCCC3)c3ccccc32)cc1 (centres undefined)	4.2
O=C(CNCCC1=CCCCC1)Nc1ccccc1N1CCCCC1	-0.2
Cc1cc(C)n(C(=O)c2ccc(S(=O)(=O)N3CCCC3)cc2)n1	-20.2
O=C(NCCCN1CCOCC1)c1ccccc1-c1ccccc1	-22.0
O=C(O)c1ccc(F)c(S(=O)(=O)Nc2ccccc2Cl)c1	5.1
COc1ccc(N2CCN(C(=O)COc3ccc4ccccc4c3)CC2)cc1	-7.6
CC(=O)OCC(=O)[C@H]1CC[C@H]2[C@@H]3CC=C4C[C@@H](O)CC[C@]4(C)[C@H]3CC[C@]12C	-1.9
Cc1nc2ccccc2cc1O	6.4
CCOC(=O)CNC(=O)COc1ccc(Cl)cc1Br	-6.3
O=C1CC(SCCO)C(=O)N1c1ccc(Oc2ccccc2)cc1 (centres undefined)	-13.3

This is a subset; the hit share may differ from the screen's.
